Source: PubChem (several laboratories)
aSyn UTR inh – MLPCN primary screen, SNCA 5' untranslated region. alpha-synuclein 5'UTR reporter, inhibitor activity. inhibition, % (tested at 7.5 µM). actives 0.82% (n = 300,000); in the data active means inhibition above about 60%; inconclusive means no clear call, values can overlap the other calls;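 further: H4 neuroglioblastoma cells stably carrying SNCA 5'UTR luciferase fusion; 0% = DMSO wells and 100% = positive control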
HIF act – HIF pathway transcriptional activators, primary screen, cell-based, U2OS HRE-luciferase, luminescence; actives 0.32% (n = 300,000); activation, % at 7.5 µM (by protocol); U2OS HRE-luciferase reporter; normalized: DMSO 0%, desferrioxamine 100%;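 active means mean activation of at least 10% of the iron chelator positive control signal, with at least half of replicates also reaching 10%; inconclusive means mean and replicate majority disagree about reaching 10%; inactive means mean and most replicates under 10%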
HSF1 inh – HSF1 inhibitors in luciferase reporter cells, primary screen, cell-based, NIH3T3, luminescence; NIH3T3-HGL HSE-luciferase, MG132-induced, luminescence 8 h; hits give low values; activity change, negative = inhibition, % at 7.5 µM (by protocol); actives 0.77% (n = 300,000); AID 2098, 2009;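 active means more than half of replicate wells show activity change below -50%, luminescence cut by over half; inconclusive means some wells, but at most half, below -50%; inactive means no replicate well below -50%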;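 further: luciferase reports HSF-1 transcriptional activity via heat shock element; 0% = median of DMSO wells and -100% = zero luminescence signal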
HSF1 activator – HSF-1 activators, primary screen, NIH3T3-HGL cells, MG132 stress, luminescence, single point; actives 1.7% (n = 300,000); NIH3T3-HGL HSF-1 luciferase reporter, 8 h; 100% = twice DMSO control signal; activation, % at 9 µM;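 active means mean replicate activation of at least 50% with a set share of replicates each reaching 50%; inconclusive means only one of those two conditions met; inactive means mean below 50% and too few replicates reaching it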;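 further: 0% = median of the neutral control wells and 100% = twice that signal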
AI-2 QS mod – Vibrio harveyi AI-2 quorum sensing modulators, primary screen, JMH597 strain, luminescence/OD600 ratio; Vibrio harveyi JMH597 AI-2 luminescence/OD600 ratio, 9 h; hits give low values; strain lacks LuxN and CqsS sensors; 0 = neutral-control median; activity change, % at 7.5 µM; actives 0.4% (n = 300,000); AID 2094, 2009; in the data active means activity change below about -75%, passing the limit was not always enough; inconclusive means no clear call, values can overlap the other calls;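 further: luminescence divided by OD600 gain over 9 h not by final OD600 alone; inactives centre near 13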
Platelet DG rel – inhibitors of platelet dense granule secretion, primary screen, cell-based, MLPCN, human platelets; inhibition, %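 (compounds screened at 7.5 µM in platelet-rich plasma)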; human platelet-rich plasma, SFLLRN dense granule ATP release, luminescence; actives 0.22% (n = 300,000);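 active means mean replicate score, as percent of positive control, at or above 50; inconclusive means mean below 50 but at least one replicate at or above 50; inactive means mean and every replicate below 50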
HSP90 refold inh – HSP90 inhibitors, primary screen, cell lysate, luminescence; Heat shock protein HSP 90 (rabbit reticulocyte lysate; luciferase refolding); Rabbit reticulocyte lysate, luciferase refolding luminescence, 3 h; inhibition, % at 5.6 µM; actives 0.91% (n = 290,000);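 active means inhibition above the screen-wide mean plus 3 SD, computed separately per campaign, cut at about 16% in these data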;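 further: 0% = DMSO wells and 100% = 60 µM geldanamycin wells; inhibitors lower the luminescence because luciferase stays unfolded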
HDAC3 inhib – HDAC3 deacetylase inhibitors, primary screen, biochemical, fluorescence, cell-free homogeneous. Histone deacetylase 3 (Homo sapiens), O15379. recombinant HDAC3, fluorogenic peptide/trypsin coupled. inhibition, % at 8.3 µM. actives 0.15% (n = 320,000). AID 2718, 2010; in the data active means inhibition above about 26%, passing the limit was not always enough; inconclusive means no clear call, values can overlap the other calls
Target sequence (O15379 whole entry, looked up): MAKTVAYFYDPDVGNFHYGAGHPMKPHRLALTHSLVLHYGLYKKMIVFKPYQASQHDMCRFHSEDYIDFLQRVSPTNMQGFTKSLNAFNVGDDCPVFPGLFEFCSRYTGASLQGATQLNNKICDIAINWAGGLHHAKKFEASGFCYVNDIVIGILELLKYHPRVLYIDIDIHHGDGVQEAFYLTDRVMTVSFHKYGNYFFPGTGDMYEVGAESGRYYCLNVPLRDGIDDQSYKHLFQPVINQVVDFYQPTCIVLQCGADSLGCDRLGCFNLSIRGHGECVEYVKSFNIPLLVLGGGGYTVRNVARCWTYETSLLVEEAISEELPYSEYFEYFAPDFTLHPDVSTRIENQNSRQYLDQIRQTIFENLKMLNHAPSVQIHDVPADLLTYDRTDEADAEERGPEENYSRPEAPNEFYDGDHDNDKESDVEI
KLF5 inh – KLF5 expression inhibitors, primary screen, DLD-1 cells, luminescence; DLD-1 KLF5 promoter-luciferase reporter; inhibition, % at 5 µM; actives 0.23% (n = 290,000);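 active means inhibition above a per-plate limit of that plate's mean compound inhibition plus 3 SD, cut at about 60% in these data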;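 further: 0% = DMSO wells and 100% = LY294002 at 200 µM; higher means less KLF5 promoter-driven luciferase light; inactives centre near -14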
IEC-6 tox – cytotoxicity in IEC-6 intestinal epithelial cells, primary screen, cytotoxicity control for KLF5 inhibitor project, cell-based, luminescence | actives 0.78% (n = 290,000) | inhibition, % at 5 µM | IEC-6 cytotoxicity, luminescence viability; in the data active means inhibition above about 22%;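 further: 0% = plate median of test compound wells and 100% = cytotoxic reference compound wells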
* marks the source's active call; other numbers are inactive results; u = inconclusive; x = no result given.

Structure,aSyn UTR inh,HIF act,HSF1 inh,HSF1 activator,AI-2 QS mod,Platelet DG rel,HSP90 refold inh,HDAC3 inhib,KLF5 inh,IEC-6 tox
O=C(NC1CCCCC1)N1CCCCCC1,18,0.2,2,-1,12,9,2,3,0,-2
O=[N+]([O-])c1cc2c(cc1CN1CCN(c3ccc(F)cc3)CC1)OCO2,-3,-1.7,-8,7,16,1,-3,0,-6,-4
Cc1cc(C)cc(NC(=S)N2CCN(S(=O)(=O)c3ccccc3)CC2)c1,x,x,x,x,18,x,1,2,-5,-3
CCN1C(=O)c2ccc(C(=O)O)cc2C1=O,16,-0.2,-2,-11,10,0,3,3,-4,4
CC(O)C(NC=C1C(=O)OC(C)(C)OC1=O)C(=O)O (stereo not drawn),-12,0.0,4,-12,16,-1,-3,1,-36,4
O=C(NCc1ccccc1)C1C(=O)N(Cc2ccccc2)C(=O)C1C1(O)CCCC1 (stereo not drawn),-1,-0.5,-1,-2,24,1,-3,6,-15,0
Cc1ccc(C(=O)NCCc2nnc3ccc(SCC(=O)Nc4ccc(C)cc4C)nn23)cc1,21,-0.4,-11,0,13,-2,-3,-7,8,5
CC(C)CN(C#N)c1nc(N2CCOCC2)nc(N2CCOCC2)n1,20,-0.2,-5,8,5,1,1,-4,-12,4
S=c1[nH]nc(-c2cccs2)n1/N=C/c1c(Cl)cccc1Cl,-6,-0.9,-16,-25,12,-3,3,11,18,-3
N#C/C(=C\Nc1ccc(Cl)cn1)S(=O)(=O)c1ccccn1,7,0.0,-5,5,33,-2,4,3,-12,3

Individual results from the results shown:
Value of CC(O)C(NC=C1C(=O)OC(C)(C)OC1=O)C(=O)O (stereo not drawn) in HIF act: 0.0
Value of O=C(NCc1ccccc1)C1C(=O)N(Cc2ccccc2)C(=O)C1C1(O)CCCC1 (stereo not drawn) in KLF5 inh: -15
Value of Cc1cc(C)cc(NC(=S)N2CCN(S(=O)(=O)c3ccccc3)CC2)c1 in HSP90 refold inh: 1
Value of S=c1[nH]nc(-c2cccs2)n1/N=C/c1c(Cl)cccc1Cl in Platelet DG rel: -3
Value of Cc1ccc(C(=O)NCCc2nnc3ccc(SCC(=O)Nc4ccc(C)cc4C)nn23)cc1 in HSP90 refold inh: -3

Next part.
Structure,aSyn UTR inh,HIF act,HSF1 inh,HSF1 activator,AI-2 QS mod,Platelet DG rel,HSP90 refold inh,HDAC3 inhib,KLF5 inh,IEC-6 tox
O=C1NC[C@H](c2ccccc2)N(CCC23CC4CC(CC(C4)C2)C3)C1=O,-10,-0.4,-6,-11,47,2,x,3,x,x
COc1ccc(-c2cn(-c3ccc(C)cc3C)c(=S)[nH]2)cc1OC,-1,2.7,3,9,11,-8,9,x,-35,7
CCOC(=O)C1CCN(CCCSc2ccccc2)CC1,-3,0.1,3,-12,19,0,9,0,-34,-7
CCN(CC)S(=O)(=O)c1ccc2[nH]cc(C(=O)NCCN3CCCCC3C)c(=O)c2c1 (stereo not drawn),x,x,x,x,x,x,5,3,-37,-2
CCN(CC)S(=O)(=O)c1ccc(S(=O)(=O)Nc2cc3c(cc2C(C)=O)OCO3)cc1,6,0.6,1,-8,32,2,-3,-2,-25,-3
O=C(Nc1nnc(SCc2ccc(Cl)cc2)s1)C1CC(=O)N(Cc2ccccc2)C1 (stereo not drawn),-10,-0.4,-2,17,44,1,1,1,-22,3
COc1ccc(Cc2nnc(NC(=O)C3CCN(C(=O)c4ccco4)CC3)s2)cc1,1,0.4,-1,-20,5,15,1,-2,-13,19
CCOc1cc2c(C)cc(=O)oc2cc1Cl,-19,-0.3,1,5,18,-6,3,-1,-2,2
CCn1cc(S(=O)(=O)Nc2cc(C(=O)OC)ccc2C)cn1,12,0.3,-1,3,13,-9,2,2,-15,6
Cc1cc(C(=O)N/N=C/c2ccc(O)c(O)c2O)c(C)n1-c1ccccc1,7,6.7,-21,-12,u,6,17*,x,3,-8

(list continues)
Structure,aSyn UTR inh,HIF act,HSF1 inh,HSF1 activator,AI-2 QS mod,Platelet DG rel,HSP90 refold inh,HDAC3 inhib,KLF5 inh,IEC-6 tox
CC(C)C(=O)Nc1nc(-c2ccccc2)ns1,-182,2.6,23,44,16,4,3,3,-81,6
CCOc1ccc(NC(=O)c2ccccc2SC)cc1,-110,1.4,15,19,9,-9,0,-10,-8,4
Cc1nn(-c2ccccc2)c(C)c1/C=N\NS(=O)(=O)c1ccc(Cl)cc1,7,0.1,-7,3,51,-1,4,0,-15,3
COc1cc2c(cc1OC)C(C)N(C(=O)c1sc(-c3cnccn3)nc1C)CC2 (stereo not drawn),11,-0.2,2,9,31,19,-1,-2,9,4
COc1ccc(CC(=O)Nc2cc(C)c3c(=O)oc4ccccc4c3n2)cc1,26,-0.1,-2,12,24,3,x,1,x,x
CCNC(=O)NC(=O)CSc1nnc(-c2c[nH]c3ccccc23)o1,-6,-0.1,2,-10,21,7,-3,2,-5,7
C/C(=N\NC(=O)OC(C)(C)C)c1cccc([N+](=O)[O-])c1,-41,2.0,1,-14,13,-7,-1,1,-66,-5
O=[N+]([O-])c1cc([N+](=O)[O-])c(Oc2c(F)cc(F)cc2F)cc1NN1CCCCC1,-4,-0.9,2,1,22,5,-1,-12,12,-2
COC(C[C@H]1O[C@H]1[C@@H](O)[C@@H](C)OCc1ccccc1)OC,-13,-0.2,-1,3,1,0,x,x,x,x
Cc1noc(C)c1S(=O)(=O)NCCN1CCN(c2ccccc2)CC1,-4,2.9,-2,-8,-18,-4,-1,-1,11,0

One compound at a time, from the list above. Screens in order: aSyn UTR inh	HIF act	HSF1 inh	HSF1 activator	AI-2 QS mod	Platelet DG rel	HSP90 refold inh	HDAC3 inhib	KLF5 inh	IEC-6 tox
`O=C(NCc1ccccc1)C1C(=O)N(Cc2ccccc2)C(=O)C1C1(O)CCCC1` (stereo not drawn) reads -1	-0.5	-1	-2	24	1	-3	6	-15	0
`Cc1cc(C(=O)N/N=C/c2ccc(O)c(O)c2O)c(C)n1-c1ccccc1` reads 7	6.7	-21	-12	u	6	17*	x	3	-8

Going on with the list.
Results follow in this order: aSyn UTR inh	HIF act	HSF1 inh	HSF1 activator	AI-2 QS mod	Platelet DG rel	HSP90 refold inh	HDAC3 inhib	KLF5 inh	IEC-6 tox
Cc1cc(Cl)c(S(=O)(=O)N2CC(C)OC(C)C2)cc1OCC(N)=O (stereo not drawn)
    10	0.1	-3	-1	5	1	1	-3	-22	-3
COc1ccccc1C(=O)C1CCCN(C(=O)c2cccnc2SC)C1 (stereo not drawn)
    29	-0.7	-3	12	42	-2	2	10	3	-5
Nc1c(C(=O)O)sc2nc(-c3ccccc3)cc(-c3ccc(F)cc3)c12
    -12	-0.3	-8	-13	27	6	3	5	-24	-4
O=C(c1ccccc1)c1cccn1CC(=O)N1CCCCCC1
    14	-0.2	-7	0	22	0	12	9	-21	-2
O=C(COc1ccccc1Cl)NCc1ccccc1
    -72	3.2	13	20	-17	-8	1	1	-59	1
CC(=O)c1cccc(CN2CCN(C3CCCCC3)C(CCO)C2)c1 (stereo not drawn)
    2	0.0	-5	0	3	2	0	1	-27	2
CSCCOC(=O)COc1ccc(/C=N/NC(=O)c2nn(C)cc2Cl)cc1
    5	0.2	6	3	17	12	-1	4	-15	3
Cc1ccc(OCc2nnc(SCC(=O)Nc3ccc4c(c3)OCCO4)n2Cc2ccco2)cc1
    24	0.6	9	5	22	-1	1	9	-8	3
Cc1occc1C(=O)NCc1ccc2c(c1)OCO2
    -2	-0.1	1	0	-1	-4	-1	-2	-3	-1
COC1CCCN(C(=O)c2cccc(OC3CCN(S(C)(=O)=O)CC3)c2)C1 (stereo not drawn)
    -6	0.7	-2	4	4	-3	-3	-1	-16	3

Next part.
Results follow in this order: aSyn UTR inh	HIF act	HSF1 inh	HSF1 activator	AI-2 QS mod	Platelet DG rel	HSP90 refold inh	HDAC3 inhib	KLF5 inh	IEC-6 tox
Cc1ccccc1C1CC(c2cccs2)Nc2nnnn21 (stereo not drawn)
    16	-1.0	4	-10	14	10	0	x	-16	-4
O=C(NN1CCOCC1)c1cc(-c2ccc(Cl)c(Cl)c2)nc2ccccc12
    -19	1.4	2	6	5	-3	3	1	-35	-1
CN(C)S(=O)(=O)Nc1ccccc1F
    14	-0.4	-7	-11	6	10	-2	-4	-14	0
O=C(Nc1cc(Cl)ccc1O)c1snnc1-c1ccccc1
    6	-0.9	-1	-7	11	1	-3	9	-12	-1
COc1ccc(C#Cc2ccc3c(c2)c(=O)c2ccccc2n3C)cc1
    -125	-2.7	-2	-4	22	9	-4	-20	10	12
CC(NC(=O)c1cc2ccccc2oc1=O)c1ccc(O)cc1 (stereo not drawn)
    0	0.6	-2	-10	9	3	1	5	-37	-1
Cc1ccccc1C(=O)N1CCN(c2ccc(N3CCOCC3)nn2)CC1
    -7	-0.1	1	-11	13	3	x	-9	x	x
CN1CCN(c2nc(Nc3ccccc3)nc(N)c2[N+](=O)[O-])CC1
    11	-0.2	-4	10	15	5	0	2	-46	3
Cc1ccc(NC(=O)C2CC(=O)Nc3ncnn32)c(C)c1 (stereo not drawn)
    2	-0.1	-6	-7	2	3	-2	-2	-51	-6
O=C(NCc1ccc2c(c1)OCO2)c1ccc(S(=O)(=O)N2CCOCC2)cc1
    -10	-0.1	x	x	14	2	-4	-2	-5	-5

(more compounds)
Results follow in this order: aSyn UTR inh	HIF act	HSF1 inh	HSF1 activator	AI-2 QS mod	Platelet DG rel	HSP90 refold inh	HDAC3 inhib	KLF5 inh	IEC-6 tox
COc1ccc(C(=O)NCCS(=O)(=O)N2CCC3(CC2)OCCO3)cc1
    7	-0.1	-7	-4	14	2	x	1	x	x
O=C(c1ccccc1)c1cc2ccc(O)cc2oc1=O
    -60	0.9	10	-1	11	95*	-4	0	-21	1
O=C(CN1C(=O)/C(=C/c2c(F)cccc2Cl)Oc2ccccc21)NCc1ccco1
    21	0.9	18	36	17	-2	2	-2	-13	6
CCn1c(-c2ccc3ncccc3c2)n[nH]c1=S
    6	-0.3	-3	-22	9	2	-1	4	-4	-3
Cc1cc(F)ccc1NC(=O)CCc1c(C)nn(-c2ccc(N3CCCCC3)nn2)c1C
    7	0.2	-4	-6	15	-7	0	-1	8	3
Cc1nc2scc(C)n2c(=O)c1S(=O)(=O)NCC1CCN(Cc2ccc(Cl)cc2)CC1
    -22	-0.4	1	-5	25	-1	-1	-11	-27	7
CN1CCC(N(C)CC(=O)Nc2ccccc2N2CCOCC2)CC1
    8	0.8	-4	-13	15	x	-1	-2	14	-3
